# High-throughput results deposited in PubChem BioAssay by The Scripps Research Institute Molecular Screening Center.
# ADAM17 inh – inhibits human ADAM17. P78536. recombinant ADAM17, EDANS/DABCYL FRET peptide cleavage. inhibition, % at 6.95 µM. 370,000 tested, 0.83% active;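 active means inhibition above the mean of compounds lying between control limits plus 3 SD, set per campaign, cut at about 8.5% in these data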;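 further: 0% = DMSO-only wells as the low control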
# TDP2 inh – blocks human TDP2 phosphodiesterase activity | O95551 | recombinant TDP2, T5PNP hydrolysis, p-nitrophenol absorbance 415 nm | inhibition, % at 12.8 µM | 370,000 tested, 0.34% active;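 active means inhibition above the mean of all tested compounds plus 3 SD, set per campaign, cut at about 25% in these data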;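 further: 0% = DMSO with enzyme and 100% = buffer with substrate but no TDP2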
#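 System – recombinant human TDP2 · Amount – 120 nM TDP2 per well · Buffer or medium – Mg2+-containing Tris-HCl buffer, pH 7.5 · Reagent – T5PNP substrate, 5 mM · Dosing – 12.8 µM single point, 1% DMSO · Incubation – 2 h at 37 °C · Measured by – epi absorbance · Read-out basis – percent inhibition · Benchmarks – high control without enzyme, low control DMSO plus TDP2 · Repeats – singlicate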
# PLCg1 inh – PLC-gamma1 (human) inhibition, primary screen; AID 720700; 370,000 tested, 0.84% active; inhibition, % at 12.2 µM; P19174; purified PLC-gamma1, fluorogenic substrate, fluorescence; in the data active means inhibition above about 9.5%
# ARFGAP1 inhibitor – rat ARFGAP1 inhibition; Q62848; Arfgap1-stimulated ARF1 GTP hydrolysis, GDP FP detection; AID 651572; 360,000 tested, 0.26% active; inhibition, % at 16.5 µM;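 active means inhibition above a per-plate limit, mean inhibition of low control wells plus 3 SD, cut at about 25% in these data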;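 further: 0% = DMSO wells with enzyme and 100% = wells lacking Arfgap1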
# Target sequence (Q62848 1-136 limits assumed): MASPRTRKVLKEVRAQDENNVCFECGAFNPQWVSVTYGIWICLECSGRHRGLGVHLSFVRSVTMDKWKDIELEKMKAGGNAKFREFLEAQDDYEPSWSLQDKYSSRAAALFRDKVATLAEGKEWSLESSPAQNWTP
#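 Replicates: Single well per compound | Assay system: Truncated rat Arfgap1 GAP domain | Control set: No-Arfgap1 wells (100%) versus DMSO full-reaction wells (0%) | Times: Enzyme reaction 120 min at 25 °C after 20 min preincubation | Reagent: Human ARF1(Δ1-17)-GTP substrate | Measured by: Tracer-displacement fluorescence polarization with EDTA stop, 620/688 nm | Measure: Percent inhibition of Arfgap1-stimulated GTP hydrolysis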
# SIAE inh – inhibitors of human sialic acid acetylesterase SIAE | Q9HAT2 | SIAE FP-Rh probe binding, fluorescence polarization | inhibition, % at 9.66 µM | 370,000 tested, 0.69% active | AID 1053197;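 active means inhibition above a cutoff: mean of compounds within the control limits plus 3 SD of those, cut at about 17% in these data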;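 further: 0% = plate median of compound wells and 100% = probe without SIAE protein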
# ADAM10 inh – ADAM10 inhibition, QFRET primary screen; 370,000 tested, 0.62% active; inhibition, % at 7 µM; recombinant ADAM10, EDANS/DABCYL FRET peptide cleavage, 3 h;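 active means inhibition above a per-campaign cutoff equal to the mean of compounds falling between control-based bounds plus 3 SD, cut at about 20% in these data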;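 further: 0% = DMSO wells while the 100% control is not disclosed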
# ASAP1 GAP inh – ASAP1 ArfGAP inhibition; Q9ULH1; ASAP1-stimulated ARF1 GTP hydrolysis, GDP FP detection; inhibition, % at 16.5 µM; 360,000 tested, 0.19% active; AID 624377; in the data active means inhibition above about 25%;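 further: 0% = vehicle with enzyme and substrate and 100% = no enzyme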
# Target sequence (Q9ULH1 325-724 limits assumed): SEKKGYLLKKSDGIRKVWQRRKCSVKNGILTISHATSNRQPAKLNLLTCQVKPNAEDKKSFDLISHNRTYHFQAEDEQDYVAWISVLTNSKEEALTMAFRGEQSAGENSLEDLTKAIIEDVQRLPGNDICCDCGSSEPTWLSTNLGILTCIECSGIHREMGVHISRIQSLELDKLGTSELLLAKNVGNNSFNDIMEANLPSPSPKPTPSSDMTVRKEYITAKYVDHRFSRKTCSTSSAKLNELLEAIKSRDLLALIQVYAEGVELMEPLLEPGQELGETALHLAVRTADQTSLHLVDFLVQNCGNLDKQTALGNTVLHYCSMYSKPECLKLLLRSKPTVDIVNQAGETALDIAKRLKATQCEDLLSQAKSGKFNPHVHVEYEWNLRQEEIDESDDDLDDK
# Tn7 DDE FP – disrupts Tn7 cyclic peptide binding to fibrin D-Dimer-E complex; 370,000 tested, 0.13% active; P02675; FP displacement of FITC-Tn7 peptide from fibrin DD(E); 0% = median of compound wells per plate; inhibition, % at 8.3 µM;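 active means inhibition above the mean of compounds falling within the control limits plus 3 SD of them, cut at about 14% in these data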;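 further: 0% = plate median of compound wells and 100% = 10 µM Aha-Tn7 peptide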
#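 Assay system: human fibrin DD(E) protein / Input: 2 µM fibrin DD(E) / Benchmarks: high control of 10 µM Aha-Tn7 peptide / Measured by: fluorescence polarization of the labelled Tn7 tracer / Medium: Tris buffer with calcium and detergent, pH 7.8 / Timing: 10 min compound pre-incubation, 3 h probe incubation at room temperature / Repeats: one replicate per compound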
# PLC-beta3 inh – blocks human PLC-beta3 enzyme activity | Q01970 | Purified PLC-beta3, fluorogenic substrate, fluorescence | inhibition, % at 12.2 µM | 370,000 tested, 0.18% active; in the data active means inhibition above about 11%;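 further: 0% = median of compound wells on plate and 100% = full blocker control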
# Tn6 DDE FP – inhibitors of Tn6 peptide binding to human fibrin DD(E) | Fibrin DD(E) TRITC-Tn6 fluorescence polarization displacement | inhibition, % at 8.3 µM | 370,000 tested, 0.21% active;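 active means inhibition above a per-campaign cutoff: mean of compounds within control limits plus 3 SD, cut at about 15% in these data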;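 further: 0% = median of all compound wells on the plate and 100% = blocking peptide control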
# * = called active by the depositor.
SMILES,ADAM17 inh,TDP2 inh,PLCg1 inh,ARFGAP1 inhibitor,SIAE inh,ADAM10 inh,ASAP1 GAP inh,Tn7 DDE FP,PLC-beta3 inh,Tn6 DDE FP
CN(C(=O)CSCC(=O)Nc1ccc(Cl)cc1)C1CCCCC1,2,-5,1,8,-4,-1,9,-4,-3,0
Cc1nc2ccccc2c(=O)n1NC(=O)Cc1ccc(Br)cc1,-2,2,0,0,15,-2,7,-2,4,1
O=C(CCCCCn1c(=O)[nH]c2ccccc2c1=O)NCCc1c[nH]c2ccccc12,0,8,4,-2,1,-4,1,2,-2,-1
CON(C)c1nc(Oc2ccc(=O)[nH]n2)nc(N(C)C)n1,-7,-19,-2,11,-8,2,6,-3,1,4
Cc1ccc2ncccc2c1[N+](=O)[O-],-2,11,1,-22,6,9,-3,-3,4,-8
COC(=O)C/C=C/N(Cc1ccccc1OC)S(=O)(=O)CCl,-3,5,2,15,1,2,4,-3,2,-1
CCNC(=O)CSc1nnc(-c2cccs2)o1,-1,8,-1,6,1,2,6,-2,3,2
C=CCc1cc(S(=O)(=O)c2ccc(O)c(CC=C)c2)ccc1O,6,11,1,21,-16,10,9,3,-9,-8
COc1ccc2nc(NC(=O)CSc3nnc(C)s3)sc2c1,-2,10,0,5,6,2,4,-8,1,-5
CC(=O)N1C(=O)CC(C)N(C(C)=O)c2ccc([N+](=O)[O-])cc21 (stereo not drawn),1,-1,0,0,-3,5,17,-7,3,1
Cc1ccc2cccc(OCC(=O)N3CCc4ccccc43)c2n1,-6,3,0,-1,-3,-2,1,2,-8,1
CC(=O)N/C(=C\c1ccccc1)C(=O)OCc1ccc(F)cc1,-2,-4,4,3,-9,-5,-7,-9,-4,-4
Cc1cccc(-c2nsc(SCC(=O)NCC3CCCO3)n2)c1 (stereo not drawn),1,-1,-1,-4,-1,-9,-8,0,-5,0
COC(=O)NCC(c1ccco1)N1CCN(c2ccc(F)cc2)CC1 (stereo not drawn),1,12,3,0,3,-1,11,-5,2,9
CCC(CO)Oc1cc(NCc2cccc(C)c2)c2ncn(C(C)C)c2c1 (stereo not drawn),-6,14,-90,-6,5,-15,-14,0,-124,-9

# Arranged by the number under PLCg1 inh (rising): some entries from above
SMILES,ADAM17 inh,TDP2 inh,PLCg1 inh,ARFGAP1 inhibitor,SIAE inh,ADAM10 inh,ASAP1 GAP inh,Tn7 DDE FP,PLC-beta3 inh,Tn6 DDE FP
CCC(CO)Oc1cc(NCc2cccc(C)c2)c2ncn(C(C)C)c2c1 (stereo not drawn),-6,14,-90,-6,5,-15,-14,0,-124,-9
CON(C)c1nc(Oc2ccc(=O)[nH]n2)nc(N(C)C)n1,-7,-19,-2,11,-8,2,6,-3,1,4
CCNC(=O)CSc1nnc(-c2cccs2)o1,-1,8,-1,6,1,2,6,-2,3,2
CC(=O)N1C(=O)CC(C)N(C(C)=O)c2ccc([N+](=O)[O-])cc21 (stereo not drawn),1,-1,0,0,-3,5,17,-7,3,1
C=CCc1cc(S(=O)(=O)c2ccc(O)c(CC=C)c2)ccc1O,6,11,1,21,-16,10,9,3,-9,-8
CC(=O)N/C(=C\c1ccccc1)C(=O)OCc1ccc(F)cc1,-2,-4,4,3,-9,-5,-7,-9,-4,-4

# Record cards, from the list above:
# `CC(=O)N/C(=C\c1ccccc1)C(=O)OCc1ccc(F)cc1` as listed: ADAM17 inh: -2; TDP2 inh: -4; PLCg1 inh: 4; ARFGAP1 inhibitor: 3; SIAE inh: -9; ADAM10 inh: -5; ASAP1 GAP inh: -7; Tn7 DDE FP: -9; PLC-beta3 inh: -4; Tn6 DDE FP: -4
# `CCC(CO)Oc1cc(NCc2cccc(C)c2)c2ncn(C(C)C)c2c1` (stereo not drawn) as listed: ADAM17 inh: -6; TDP2 inh: 14; PLCg1 inh: -90; ARFGAP1 inhibitor: -6; SIAE inh: 5; ADAM10 inh: -15; ASAP1 GAP inh: -14; Tn7 DDE FP: 0; PLC-beta3 inh: -124; Tn6 DDE FP: -9

# (continued)
SMILES,ADAM17 inh,TDP2 inh,PLCg1 inh,ARFGAP1 inhibitor,SIAE inh,ADAM10 inh,ASAP1 GAP inh,Tn7 DDE FP,PLC-beta3 inh,Tn6 DDE FP
Cc1c(/C=N/NC(=O)c2cccs2)c2ccccc2n1Cc1ccccc1Cl,-4,10,-1,-7,11,-1,9,-8,-6,3
O=c1c2ccccc2oc2cc(-c3ccc4[nH]ccc4c3)ccc12,-12,-2,-95,17,-62,-42,5,-2,-144,-8
CCN(CC)CCOc1c(C)cccc1Cl,-1,0,0,-3,0,-5,1,1,4,-3
Cc1ccc(C(=O)Nc2nc3ccccc3s2)s1,-8,2,-25,1,-10,-13,5,9,-37,4
Cc1noc(C)c1CSCC(=O)Nc1cc(S(=O)(=O)N2CCCCC2)ccc1OC(C)C,-2,-12,-4,-5,-2,6,7,-10,1,1
Cc1ccccc1SCC(=O)NNC(=O)c1ccncc1,1,0,-2,-8,-1,-6,-7,-4,-1,1
NS(=O)(=O)c1ccc(CCNC(=O)Nc2ccc(Cl)cc2)cc1,-2,4,0,-5,-1,1,-7,1,0,8
CC(=O)NC(Cc1cccc(F)c1)C(=O)NC1CCN(C(=O)c2ccc(C)cc2)CC1 (stereo not drawn),-1,12,-3,6,3,4,0,1,1,9
Cc1ccc2c(c1)C(c1ccccc1)N(C(=O)C(C)C)CC(=O)N2 (stereo not drawn),-1,4,0,-2,0,-2,4,0,4,6
CN(C)c1ccc(C(=N)Cc2ccc3ccccc3n2)cc1,6,-8,-97,6,-9,-10,3,-6,-131,-8
COCCNC(=O)C(c1ccco1)N(C(=O)Cn1nnc2ccccc21)c1cc(C)ccc1C (stereo not drawn),-5,3,-2,-7,2,-2,-6,8,-1,3
CCCCC/C=C/C1=CC(=O)C[C@H](c2ccc3c(c2)OCO3)C1,-4,6,1,-7,1,4,5,7,-7,-7
O=C(Nc1ccccc1)Nc1ccccc1NS(=O)(=O)c1cccs1,1,1,0,-3,4,2,-3,1,3,-5
CC(=O)c1c(C(C)=O)c(C)n(-c2ccc(N)c(C)c2)c1C,-3,7,0,6,3,-3,1,-2,7,-2
CCOC(=O)/C(C#N)=C\c1ccco1,-2,0,2,7,7,-1,-5,-7,0,1
COc1cc(/C=C/C(=O)OC[C@H]2O[C@H](OC3(CO)OC(CO)C(O)C3O)[C@H](O)[C@@H](O)[C@@H]2O)ccc1O (stereo partly drawn),-7,8,-18,1,5,-25,2,-3,-23,-4
CNC(=S)N(C)/N=C1/C(=O)N(Cc2c(Cl)cccc2Cl)c2ccccc21,4,-4,3,-8,12,1,-16,-2,-3,-10
CC(=O)Oc1ccc2c(c1)cc(C)n2C,-2,18,0,-6,-1,4,2,2,4,-1
Cc1ccc(C(=O)NCC(=O)NCC(c2cccs2)N2CCOCC2)cc1C (stereo not drawn),-17,6,0,16,-2,-2,1,0,-3,1
CCOc1ccc(CN(C(=O)c2cc(=O)c3cc(C)cc(C)c3o2)C2CCS(=O)(=O)C2)cc1 (stereo not drawn),-3,-3,0,7,-1,5,-2,-5,-20,-1
Cc1ccc(C)c(OCCn2c(=O)c3c(ncn3C3CCCC3)n(Cc3ccccc3)c2=O)c1,-2,2,2,-4,-4,3,-5,-4,3,0
O=C(c1c(F)cccc1F)N1CCCC(c2nc(-c3ccc(F)cc3)no2)C1 (stereo not drawn),-2,1,-2,8,-4,5,-10,-1,-7,8
CCCCOCCCNC(=O)C[C@@H]1C[C@@]2(C(=O)OCC)CCCC=C2N(CCC2=CCCCC2)C1=O,1,-9,1,9,3,8,-11,-5,-1,1
COc1cc(S(=O)(=O)N2CCN(Cc3ccc4c(c3)OCO4)CC2)ccc1NC(C)=O,-2,-4,1,-8,2,1,5,-1,5,7
